RAD52 anneal inh: RAD52 DNA annealing inhibitors, primary screen, biochemical, FRET, single point, set 2. DNA repair protein RAD52 homolog (Homo sapiens), P43351. recombinant RAD52 DNA annealing, FRET fluorescence. inhibition, % at 18.7 µM. hit rate 0.46% among 360,000;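 active means every replicate showing at least 50% inhibition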
esBAF inh: Bmi1 luciferase reporter increase in mESCs, primary screen, esBAF inhibitor project, mouse ES cells, Bmi1 luciferase knock-in, single point; 24 h; 100% = twice the neutral-well signal; reporter increase, % at 12.5 µM; hit rate 2% among 350,000; AID 602393, 2012; in the data active means activation above about 40%;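 further: 0% = median of the plate's neutral control wells and 100% = double that signal; a rise in the Bmi1 reporter signal indicates esBAF inhibition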
E-selectin induc: E-selectin induction in HUVECs, primary screen, imaging, HUVEC, immunofluorescence imaging, single point; P16581; normalized: neutral wells 0, TNF-alpha wells 100; activation, % at 7.58 µM; hit rate 0.37% among 260,000; AID 686992, 2013;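 active means mean E-selectin-positive cell signal at least 10% of the positive control, reached in at least 60% of replicates, without over 20% cell loss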;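 further: in these data hits start at about 27%; measured in HUVEC primary endothelial cells; signal is the percent of cells scored E-selectin positive by PE staining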
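Test system: HUVEC | Signal: Immunofluorescence imaging | Read-out: Percent E-selectin-positive cells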
PglD DTNB: C. jejuni PglD acetyltransferase inhibitors, primary screen, biochemical, DTNB colorimetric, single point | AID 602405, 2012 | UDP-N-acetylbacillosamine N-acetyltransferase PglD (Campylobacter jejuni) | inhibition, % at 12.5 µM | purified PglD enzyme, DTNB colorimetric CoA detection | hit rate 0.098% among 360,000; in the data active means inhibition above about 16%, passing the limit was not always enough; further: strong numbers were not always called active
RAD54 branch: inhibitors of human RAD54 branch migration, primary screen, biochemical, fluorescence, single point | DNA repair and recombination protein RAD54-like (Homo sapiens), Q92698 | RAD54 Holliday junction branch migration, FAM/BHQ fluorescence | inhibition, % at 10.4 µM | hit rate 0.14% among 360,000 | AID 602329, 2012;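 active means mean normalized replicate activity at least 40 and at least half of replicates scoring 40 or more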;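 further: 0% = median of neutral control wells and 100% = median of positive control wells; inhibitors cause a drop in the FAM fluorescence signal; in these data hits start at about 50%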
Target sequence (Q92698 whole entry, looked up): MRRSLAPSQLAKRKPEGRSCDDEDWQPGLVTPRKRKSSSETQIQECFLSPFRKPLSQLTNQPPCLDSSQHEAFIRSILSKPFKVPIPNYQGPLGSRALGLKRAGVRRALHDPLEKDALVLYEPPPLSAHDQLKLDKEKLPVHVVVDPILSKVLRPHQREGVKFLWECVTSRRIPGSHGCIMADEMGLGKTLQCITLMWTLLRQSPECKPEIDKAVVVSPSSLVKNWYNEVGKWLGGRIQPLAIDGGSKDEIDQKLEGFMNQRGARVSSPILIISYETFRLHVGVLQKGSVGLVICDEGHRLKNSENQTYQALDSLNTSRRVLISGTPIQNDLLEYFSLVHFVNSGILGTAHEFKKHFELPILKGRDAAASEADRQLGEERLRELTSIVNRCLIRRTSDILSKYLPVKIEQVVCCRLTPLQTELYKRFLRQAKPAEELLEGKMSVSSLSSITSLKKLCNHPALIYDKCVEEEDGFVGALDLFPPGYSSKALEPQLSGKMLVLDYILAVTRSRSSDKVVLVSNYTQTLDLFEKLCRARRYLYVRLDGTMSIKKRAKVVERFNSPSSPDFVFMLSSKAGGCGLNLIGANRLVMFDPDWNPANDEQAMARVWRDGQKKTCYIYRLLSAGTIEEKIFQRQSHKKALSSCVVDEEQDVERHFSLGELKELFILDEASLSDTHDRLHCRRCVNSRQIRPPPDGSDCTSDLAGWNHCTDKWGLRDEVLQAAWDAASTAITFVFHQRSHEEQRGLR
ARNT-TACC3 inh: disruptors of ARNT/TACC3 protein interaction, primary screen, biochemical, AlphaScreen, single concentration. Transforming acidic coiled-coil-containing protein 3 (Homo sapiens), Q9Y6A5. AlphaScreen His-ARNT PAS-B/GST-TACC3 binding, luminescence; TACC3 fragment carries E629A point mutation. inhibition, % at 9.99 µM. hit rate 0.66% among 390,000. AID 623870, 2012;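 active means mean inhibition of replicates at least 50% and at least half of replicates each reaching 50%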;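 further: 0% = complete ARNT plus TACC3 wells and 100% = ARNT alone without TACC3; many hits fall short of the cut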
ERp5 block: inhibitors of ERp5-driven insulin aggregation, primary screen, biochemical, turbidity, absorbance 650 nm, single point; Protein disulfide-isomerase A6 (Homo sapiens), Q15084; 90 min; inhibition, % at 9.99 µM; hit rate 0.05% among 350,000;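 active means mean replicate inhibition above about 25%, with every replicate also reaching it, limit read from the data, passing the limit was not always enough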
Casp6 inh: human caspase-6 inhibitors, primary screen, biochemical, VEID-R110 fluorescence, single point, set 2; P55212; purified caspase-6, Z-VEID-R110 cleavage fluorescence; inhibition, % at 12.5 µM; hit rate 0.53% among 350,000;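 active means mean inhibition across replicates at least about 35%, with every replicate also reaching that limit, limit read from the data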;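 further: 0% = median of neutral control wells and 100% = no fluorescence left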
Target sequence (P55212 24-179 limits assumed): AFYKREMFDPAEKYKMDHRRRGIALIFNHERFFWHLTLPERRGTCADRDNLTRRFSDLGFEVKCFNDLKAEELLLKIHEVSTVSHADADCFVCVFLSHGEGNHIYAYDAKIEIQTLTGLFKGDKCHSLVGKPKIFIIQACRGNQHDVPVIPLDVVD
Target sequence (P55212 194-293 limits assumed): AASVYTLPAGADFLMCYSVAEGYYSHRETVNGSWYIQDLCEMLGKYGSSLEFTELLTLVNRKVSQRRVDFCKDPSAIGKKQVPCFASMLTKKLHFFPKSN
Starred values were filed as active, the others as inactive; . = no result given.

SMILES | RAD52 anneal inh | esBAF inh | E-selectin induc | PglD DTNB | RAD54 branch | ARNT-TACC3 inh | ERp5 block | Casp6 inh
CCC(=O)N(C)C[C@@H]1Oc2cc(-c3cccnc3)ccc2S(=O)(=O)N([C@@H](C)CO)C[C@H]1C | -1 | -4 | -0.2 | 3 | -2 | -5 | -4 | 3
CCC(=O)c1ccc(OCCSc2ncccn2)cc1 | . | 6 | . | -2 | -21 | 12 | . | .
CN(C(=O)CSc1nnc(-c2ccccc2)o1)c1c(N)n(Cc2ccccc2)c(=O)[nH]c1=O | 5 | . | 0.3 | . | . | -1 | -1 | -2
c1ccc(-c2nnc(-c3ccccc3)o2)cc1 | . | 4 | . | 0 | 2 | -3 | . | .
CN(CCCN1CCOCC1)C(=O)c1cc(COc2cccc(C(F)(F)F)c2)on1 | -8 | -2 | . | 2 | -8 | 2 | -8 | -3
CSC1=NCCN1C(=O)COc1ccccc1 | -9 | 6 | -0.3 | 3 | 4 | . | 7 | -2
O=C(N/N=C/c1ccccn1)c1ccc(NC(=O)c2ccc(F)cc2)cc1 | -17 | 6 | -0.1 | -3 | 0 | 32 | -2 | 1
CCOc1ccc(/C=C/C(O)=C2/C(=O)NC3(C)CC2c2ccccc2O3)cc1OC (centres undefined) | -13 | -1 | . | -1 | . | -2 | -7 | -2
C/C=C/c1ccc2c(c1)O[C@H](CN(C)C(=O)c1ccc3c(c1)OCO3)[C@@H](C)CN([C@H](C)CO)S2(=O)=O | -9 | 5 | -0.1 | 1 | 2 | 4 | 8 | 5
O=C(NCCc1nccs1)C1CCC(=O)N(Cc2cccc(C(F)(F)F)c2)C1 (centres undefined) | 6 | 0 | . | -5 | -14 | . | 3 | -2
COC(=O)CCCCCN1C(=O)NC(c2ccccc2)C(C(=O)OCc2ccccc2)=C1C (centres undefined) | -19 | -6 | -0.2 | 3 | -1 | 17 | -5 | 0
O=C(O)c1ccnc(Cl)c1 | . | 10 | . | -4 | 1 | -5 | . | .
Cc1cc(C(=O)Oc2ccccc2C(=O)O)c(C)o1 | . | 13 | . | 3 | 5 | -1 | . | .
Fc1ccccc1CSc1ncn[nH]1 | . | 5 | . | 0 | 2 | -3 | . | .
CCCNC(=O)[C@@H]1[C@@H](CO)[C@@H]2Cn3c(ccc(/C=C/c4ccccc4)c3=O)[C@H]1N2C(=O)c1ccccc1 | 8 | 4 | -0.1 | 1 | 0 | -33 | 2 | 2
C[C@H](CO)N1C[C@H](C)[C@@H](CN(C)S(=O)(=O)c2cn(C)cn2)OCCCC[C@H](C)Oc2ccc(NC(=O)Cc3ccccc3)cc2C1=O | . | 2 | 0.0 | -3 | 3 | -7 | . | .
COc1ccccc1CN(C)C[C@@H]1OCc2ccccc2-c2ccccc2C(=O)N([C@H](C)CO)C[C@@H]1C | 6 | 1 | 5.7 | -2 | -2 | 4 | -1 | 2
CCc1c(C)c2ccc(OC3CCCCC3=O)cc2oc1=O (centres undefined) | -1 | 66* | 0.0 | -2 | 15 | -4 | -1 | 4
O=[N+]([O-])c1ccccc1NCc1c(O)ccc2ccccc12 | -1 | 6 | 0.0 | -1 | -13 | 12 | 20 | -1
CN(c1ccc(C(=O)N2CCOCC2)cc1[N+](=O)[O-])C1CCCCC1 | . | 57* | . | 0 | 3 | 3 | . | .
O=C(COC(=O)COc1ccccc1)Nc1ccc2c(c1)OCCO2 | -11 | -1 | 0.0 | 0 | 9 | -4 | 3 | -1
COC(=O)c1cc(CNC(=O)c2ccc(O)c(Cl)c2)ccc1OC | -13 | . | 2.9 | . | . | 10 | -4 | 6
CCCC(=O)N1CCN(c2ccc(NC(=O)c3ccco3)cc2)CC1 | . | 4 | 0.3 | 3 | 4 | 7 | . | .
O=c1[nH]c(-c2ccccc2O)nc2c1CCCC2 | . | -8 | . | 2 | -8 | -6 | . | .
Cc1cc(C)cc(OCC(=O)NNC(=O)CCC(=O)NCc2ccccc2)c1 | -10 | -3 | . | -5 | -4 | 8 | 1 | -3

Next part, starting with the last six of the part before.
SMILES | RAD52 anneal inh | esBAF inh | E-selectin induc | PglD DTNB | RAD54 branch | ARNT-TACC3 inh | ERp5 block | Casp6 inh
CN(c1ccc(C(=O)N2CCOCC2)cc1[N+](=O)[O-])C1CCCCC1 | . | 57* | . | 0 | 3 | 3 | . | .
O=C(COC(=O)COc1ccccc1)Nc1ccc2c(c1)OCCO2 | -11 | -1 | 0.0 | 0 | 9 | -4 | 3 | -1
COC(=O)c1cc(CNC(=O)c2ccc(O)c(Cl)c2)ccc1OC | -13 | . | 2.9 | . | . | 10 | -4 | 6
CCCC(=O)N1CCN(c2ccc(NC(=O)c3ccco3)cc2)CC1 | . | 4 | 0.3 | 3 | 4 | 7 | . | .
O=c1[nH]c(-c2ccccc2O)nc2c1CCCC2 | . | -8 | . | 2 | -8 | -6 | . | .
Cc1cc(C)cc(OCC(=O)NNC(=O)CCC(=O)NCc2ccccc2)c1 | -10 | -3 | . | -5 | -4 | 8 | 1 | -3
COc1cccc(C=C2Cc3ccccc3C2=O)c1 | 2 | . | -0.2 | . | . | . | 7 | 5
Cc1ccc(NS(=O)(=O)c2ccc3[nH]c(=O)[nH]c3c2)c(C)c1 | -11 | -2 | . | 1 | 1 | -6 | 0 | -2
CCn1c(C)[n+](CCOCC[n+]2c(C)n(CC)c3cc(Cl)c(Cl)cc32)c2cc(Cl)c(Cl)cc21 | -5 | -1 | . | 3 | -1 | -30 | -5 | -22
O=C(OCc1nc2ccccc2s1)c1cccc(N2C(=O)CCC2=O)c1 | -8 | . | -0.2 | . | . | -8 | -5 | -5
O=C(N[C@@H]1C=C[C@H](CC(=O)N2CCN(c3ccccc3)CC2)O[C@@H]1CO)c1ccccc1 | -2 | . | -0.1 | . | . | . | 3 | -4
Cc1ccc(S(=O)(=O)N2CCN(C(=O)c3ccc(Cl)nc3)CC2)cc1 | -5 | . | -1.4 | . | . | -5 | 0 | -1
COc1cccc(-c2ccccc2[C@H]2[C@@H](C#N)N(C(=O)c3ccccn3)[C@@H]2CO)c1 | 1 | . | 0.2 | . | . | . | -7 | 0
C[C@@H]1CN([C@@H](C)CO)C(=O)Cc2cc(NC(=O)c3ccncc3)ccc2O[C@@H]1CN(C)Cc1ccc(C(=O)O)cc1 | -10 | 1 | . | 1 | -6 | -5 | -2 | 2
O=C(CN1CCOCC1)N1CC[C@@H]2[C@@H](CO)Nc3ccc(-c4ccccc4)cc3[C@@H]21 | . | 2 | -0.1 | -1 | -2 | -4 | . | .
C[C@H](CO)N1C[C@H](C)[C@H](CN(C)Cc2ccc(Oc3ccccc3)cc2)Oc2ccc(NS(=O)(=O)c3cccs3)cc2C1=O | -24 | -4 | 9.7 | -1 | 3 | 3 | 0 | -1
CCC(=O)N1C[C@H](C)[C@@H](OC)CN(C)C(=O)c2cc(NC(=O)C3CC3)ccc2OC[C@H]1C | -2 | 0 | 0.2 | 1 | -14 | -14 | 7 | 3
COC(=O)c1cc(S(=O)(=O)N2CCN(c3ccc(F)cc3)CC2)c[nH]1 | -7 | -6 | . | . | . | -3 | 2 | -5
CCc1ccc(N2CC(C)Cn3c2nc2c3c(=O)[nH]c(=O)n2C)cc1 (centres undefined) | -6 | . | 0.1 | . | . | -7 | -4 | -1
CCOc1ccc(/C=N/Nc2nc(N3CCCC3)nc(N3CCCC3)n2)cc1OC | -13 | -3 | . | -4 | 7 | -2 | 0 | -2
CC(C)C[C@H]1COc2cc(NCCO)ccc2S(=O)(=O)N1 | 2 | . | 0.4 | . | . | . | -1 | -1
CCc1nnc(NC(=O)C2CCCN(S(=O)(=O)c3ccccc3)C2)s1 (centres undefined) | -5 | -2 | . | 8 | 7 | 2 | 1 | -2
CN1C(=O)c2cc(NC(=O)c3ccc(C(F)(F)F)cc3)ccc2OC[C@@H]2O[C@@H](CC(=O)O)CC[C@@H]21 | 1 | 6 | 0.3 | 2 | 8 | 15 | -1 | 0
C[C@@H]1CCCCO[C@@H](CN(C)C(=O)Nc2ccc(C(F)(F)F)cc2)[C@H](C)CN([C@@H](C)CO)C(=O)c2cc(NC(=O)CCC(F)(F)F)ccc2O1 | -17 | -5 | . | -1 | -5 | 3 | -5 | 0
CN(Cc1ccccc1)C(=O)CCC1CCN(S(=O)(=O)N(C)C)CC1 | -7 | 5 | -0.1 | 1 | 2 | -8 | 6 | -1
COc1ccccc1CNC(=O)C[C@@H]1C[C@H]2c3cc(NC(=O)Nc4ccc(C(F)(F)F)cc4)ccc3O[C@H]2[C@@H](CO)O1 | 9 | 1 | 5.2 | 1 | 1 | 4 | -3 | 3
COc1ccccc1-c1nc(C#N)c(NCc2ccc(F)cc2)o1 | . | 10 | . | 0 | -1 | 7 | . | .
CCc1cccc(C)c1NC(=O)CO/N=C(\N)CC(=O)NC1CCCCC1 | -39 | . | . | . | . | -17 | 5 | 0
CCC(C)(c1nnnn1-c1c(C)cccc1C)N(N=O)c1cccc(C(F)(F)F)c1 (centres undefined) | . | . | -0.1 | -4 | 3 | 1 | . | .
CCOc1cccc(C(=O)Nc2cc(-c3nn4c(C)nnc4s3)ccc2C)c1 | -7 | -7 | 0.7 | -2 | -3 | 3 | 5 | -2
C[C@H]1CN([C@@H](C)CO)C(=O)c2cc(NC(=O)Nc3cccc4ccccc34)ccc2O[C@H]1CN(C)S(=O)(=O)c1cccs1 | 15 | -4 | -0.2 | -10 | 1 | 6 | -3 | 1
N#C[C@H]1[C@H](c2ccccc2C2=CCCCC2)[C@@H](CO)N1C(=O)c1cccc(F)c1 | 4 | . | 0.1 | . | . | . | -3 | -4
CCSc1nc2ccccc2c(=O)n1-c1c(C)n(C)n(-c2ccccc2)c1=O | -8 | . | 1.0 | . | . | 9 | 5 | 1
COC(=O)CSc1nc(-c2ccc(F)cc2)cc(C(F)(F)F)n1 | . | -16 | . | -1 | 9 | -6 | . | .

esBAF inh, entries above that show a hit.
| canonical_smiles | RAD52 anneal inh | esBAF inh | PglD DTNB | ARNT-TACC3 inh | ERp5 block | Casp6 inh |
| --- | --- | --- | --- | --- | --- | --- |
| CCc1c(C)c2ccc(OC3CCCCC3=O)cc2oc1=O (centres undefined) | -1 | 66* | -2 | -4 | -1 | 4 |
| CN(c1ccc(C(=O)N2CCOCC2)cc1[N+](=O)[O-])C1CCCCC1 | . | 57* | 0 | 3 | . | . |

Compound activity deposited in PubChem by Broad Institute.
